Source: PubChem
LYPLA1 counter: blocks human lysophospholipase 1, a PME1 counter-screen; O75608; inhibition, % at 5.9 µM; recombinant LYPLA1, FP-Rh probe fluorescence polarization; 0.16% of 320,000 active;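 active = inhibition above the mean of all tested compounds plus 3 SD, set per campaign, cut at about 14% in these data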;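 note: inhibitors block serine hydrolase probe labeling of LYPLA1 so polarization falls; 0% = enzyme with DMSO and 100% = wells lacking LYPLA1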
PAD4 inh: inhibitors of human PAD4. recombinant PAD4, RCA probe fluorescence polarization. inhibition, % at 6.36 µM. 0.41% of 330,000 active. AID 485272;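 active = percent inhibition above a cutoff equal to the mean of all tested compounds plus 3 SD, cut at about 15% in these data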;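 note: 0% = PAD4 with RCA probe and DMSO and 100% = probe without PAD4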
LYPLA2 counter: blocks human lysophospholipase 2, a PME1 counter-screen; AID 2177; 0.38% of 320,000 active; recombinant LYPLA2, FP-Rh probe fluorescence polarization; inhibition, % at 5.9 µM; O95372;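 active = inhibition above the screen-wide mean plus 3 SD, limit set per campaign, cut at about 26% in these data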;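 note: 0% = LYPLA2 with DMSO and 100% = wells lacking LYPLA2 enzyme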
PAFAH1B2 inh: blocks human PAF acetylhydrolase 1b catalytic subunit 2; P68402; recombinant PAFAH1B2, FP-rhodamine activity probe, fluorescence polarization; inhibition, % at 3.39 µM; 1.2% of 340,000 active; AID 492953;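 active = inhibition above the mean of all tested compounds plus 3 SD, cut at about 24% in these data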;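 note: 0% = enzyme with DMSO and 100% = wells lacking PAFAH1B2; many of its hits are not listed in these tables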
PREPL inhibitor: inhibits the human prolyl oligopeptidase-like enzyme; Q4J6C6; recombinant PREPL, fluorescence polarization activity-based probe; inhibition, % at 5.96 µM; 0.68% of 320,000 active; in the data active = inhibition above about 43%;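 note: 0% = enzyme with DMSO and 100% = wells lacking enzyme; many of its hits are not listed in these tables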
Target sequence (Q4J6C6 whole entry, looked up): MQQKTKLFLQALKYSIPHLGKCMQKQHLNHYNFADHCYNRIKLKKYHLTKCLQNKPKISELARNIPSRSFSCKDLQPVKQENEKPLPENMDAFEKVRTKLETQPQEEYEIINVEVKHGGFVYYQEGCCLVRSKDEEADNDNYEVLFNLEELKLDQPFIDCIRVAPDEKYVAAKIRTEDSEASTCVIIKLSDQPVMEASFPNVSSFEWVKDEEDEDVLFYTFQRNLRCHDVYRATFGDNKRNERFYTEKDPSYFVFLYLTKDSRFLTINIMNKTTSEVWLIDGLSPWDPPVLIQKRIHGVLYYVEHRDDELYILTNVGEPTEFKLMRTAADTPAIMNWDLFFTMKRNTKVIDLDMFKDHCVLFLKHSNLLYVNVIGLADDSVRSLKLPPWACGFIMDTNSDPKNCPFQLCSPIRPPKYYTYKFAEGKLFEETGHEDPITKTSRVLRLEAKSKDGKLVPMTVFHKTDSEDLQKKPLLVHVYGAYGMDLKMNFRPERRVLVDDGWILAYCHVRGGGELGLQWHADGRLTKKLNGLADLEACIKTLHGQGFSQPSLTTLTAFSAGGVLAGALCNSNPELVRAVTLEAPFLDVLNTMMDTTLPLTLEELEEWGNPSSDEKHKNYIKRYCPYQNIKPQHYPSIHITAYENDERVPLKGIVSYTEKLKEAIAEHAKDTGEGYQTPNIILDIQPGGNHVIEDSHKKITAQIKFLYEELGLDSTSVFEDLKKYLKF
PME-1 inh: PME-1 (human) inhibition; inhibition, % at 5.9 µM; AID 2130; recombinant PME-1, FP-Rh probe fluorescence polarization; 0.53% of 320,000 active;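 active = inhibition above the campaign mean of all compounds plus 3 SD, cut at about 26% in these data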;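 note: competitive labeling of PME-1 active site by serine hydrolase directed probe; 0% = PME-1 with DMSO and 100% = wells lacking PME-1 enzyme; inhibitors block probe labeling so polarization falls and inhibition rises; many of its hits are not listed in these tables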
GSTO1 counter: GSTO1 inhibition, counter-screen for RBBP9 inhibitors | recombinant GSTO1, activity-based probe fluorescence polarization | inhibition, % at 5.96 µM | P78417 | AID 1974 | 1.1% of 300,000 active;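 active = inhibition above the campaign mean inhibition plus 3 SD, cut at about 35% in these data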;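 note: 0% = GSTO1-1 with DMSO and 100% = wells lacking GSTO1-1 enzyme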
PAFAH1B3 inh: blocks human PAF acetylhydrolase 1B catalytic subunit 3; 0.28% of 340,000 active; Q15102; AID 492972; inhibition, % at 3.39 µM; recombinant PAFAH1B3, FP-rhodamine probe, fluorescence polarization;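 active = inhibition above the screen-wide average of all tested compounds plus 3 SD, cut at about 25% in these data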;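 note: 0% = enzyme with DMSO only and 100% = wells lacking PAFAH1B3 protein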
Target sequence (Q15102 whole entry, looked up): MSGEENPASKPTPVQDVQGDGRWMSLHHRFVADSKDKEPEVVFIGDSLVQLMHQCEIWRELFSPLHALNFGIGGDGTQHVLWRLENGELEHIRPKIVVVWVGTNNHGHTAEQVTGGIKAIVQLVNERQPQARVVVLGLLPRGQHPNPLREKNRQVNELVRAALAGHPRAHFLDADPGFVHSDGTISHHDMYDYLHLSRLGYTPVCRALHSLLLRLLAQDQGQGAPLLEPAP
pPAFAH inh: inhibitors of human plasma PAF acetylhydrolase (pPAFAH). inhibition, % at 3.39 µM. recombinant pPAFAH, FP-rhodamine probe fluorescence polarization. 1.5% of 330,000 active. AID 463082. Q13093;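 active = inhibition above the mean inhibition across the screen plus 3 SD, cut at about 25% in these data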;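 note: inhibitors block binding of the rhodamine activity-based probe so polarization drops; 0% = enzyme with DMSO and 100% = wells lacking pPAFAH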
The depositor's hits bear a star; · = not tested or not shown.

SMILES	LYPLA1 counter	PAD4 inh	LYPLA2 counter	PAFAH1B2 inh	PREPL inhibitor	PME-1 inh	GSTO1 counter	PAFAH1B3 inh	pPAFAH inh
N#CC1(c2ccccc2)CCCN1C(=O)c1ccccc1Br (centres undefined)	-0.1	2.2	5.0	-1.9	0.5	0.5	0.2	6.9	3.2
O=C(O)c1ccc(NC(=S)NC(=O)c2cncc(Br)c2)cc1	-0.2	-1.6	5.5	6.8	-0.1	0.3	0.8	1.3	6.4
Cn1c(=O)[nH]c(=O)c2c1nc(SCC(=O)O)n2CCCc1ccccc1	-4.4	2.5	-1.4	4.2	5.9	-11.1	16.2	6.8	0.8
COc1ccccc1C1N(c2ccc(Cl)cc2)C(=O)C2CCCN21 (centres undefined)	2.4	-6.2	5.7	1.4	-4.0	-4.8	2.4	3.5	7.8
O=C(NNC(=O)c1ccccc1Cl)c1ccc2c(c1)OCCO2	·	-0.2	·	8.5	11.3	·	·	16.6	2.2
COc1cccc(NC(=S)NC2CC(C)(C)NC(C)(C)C2)c1	-3.0	-0.5	1.0	1.1	18.7	-5.6	4.5	10.9	0.7
COc1ccccc1N1CCN(CC(=O)c2c(N)n(C)c(=O)n(C)c2=O)CC1	1.2	-2.2	4.5	1.1	-7.0	-2.8	4.6	6.8	0.3
COc1ccc(Nc2nnc(-c3ccc(O)cc3)c3ccccc23)cc1	-1.1	-2.9	-8.3	-2.1	11.2	16.6	9.2	10.2	7.5
O=C(Nc1cccc(O)c1)c1c(O)c2ccccc2[nH]c1=O	-4.6	-3.5	-11.0	-5.5	-1.4	-16.1	-17.1	-8.1	-2.8
Cc1nc(-c2cccc(S(=O)(=O)N3CCCCCC3)c2)cs1	1.5	-0.9	1.9	1.8	-1.7	-2.3	-0.3	7.0	4.1
CN(C(=O)COC(=O)CN1C(=O)C2CC=CCC2C1=O)c1ccccc1 (centres undefined)	2.1	0.1	12.1	9.0	5.7	-3.5	4.9	2.6	-0.3
CN(C)S(=O)(=O)CC12CCC(CC1=O)C2(C)C (centres undefined)	2.1	-5.4	1.9	1.0	8.6	1.5	-0.8	10.4	-0.5

Of the compounds above, these have a Cl atom.
SMILES	LYPLA1 counter	PAD4 inh	LYPLA2 counter	PAFAH1B2 inh	PREPL inhibitor	PME-1 inh	GSTO1 counter	PAFAH1B3 inh	pPAFAH inh
COc1ccccc1C1N(c2ccc(Cl)cc2)C(=O)C2CCCN21 (centres undefined)	2.4	-6.2	5.7	1.4	-4.0	-4.8	2.4	3.5	7.8
O=C(NNC(=O)c1ccccc1Cl)c1ccc2c(c1)OCCO2	·	-0.2	·	8.5	11.3	·	·	16.6	2.2

Continuation.
SMILES	LYPLA1 counter	PAD4 inh	LYPLA2 counter	PAFAH1B2 inh	PREPL inhibitor	PME-1 inh	GSTO1 counter	PAFAH1B3 inh	pPAFAH inh
CSc1ccc(NC(=O)NCc2cccnc2)cc1	-0.5	-3.7	0.8	5.0	5.9	-2.9	-3.6	-0.1	5.0
COCc1cc(C)n(CC(=O)NCC2CCCO2)c(=O)c1C#N (centres undefined)	1.3	-3.7	-6.0	-1.7	-9.8	-3.9	-3.3	-3.4	0.6
Cn1c2ccccc2c2cc(C(=O)NNS(=O)(=O)c3ccc(F)cc3)sc21	-7.3	-0.1	-13.1	7.0	-10.3	-5.2	-2.1	0.7	12.7
CC(=O)N(C1=C(Cl)C(=O)c2ccccc2C1=O)c1ccc(C(=O)O)cc1	4.1	-8.2	7.1	15.6	4.3	5.6	79.7*	39.0*	7.7
C[C@@H]1CN(S(=O)(=O)c2ccc3c(c2)OCCO3)CCN1S(=O)(=O)c1c(F)cccc1F	·	1.6	·	5.7	28.6	·	·	9.9	-3.6
O=C(Cn1cc(C(=O)C2CCCCC2)c2ccccc21)NCC1CCCO1 (centres undefined)	1.8	-4.0	2.5	-2.9	-0.1	0.6	-7.2	4.4	6.2
Cc1nc2cc(-c3sccc3-n3cccc3)nn2c(C)c1C	0.7	1.1	0.8	-0.1	2.5	-4.3	-1.8	6.4	11.6
O=C1C2=C(SCCS2)C(=O)N1CCCO	-3.7	3.2	-0.7	-0.1	3.9	2.0	-3.5	0.2	0.8
COc1cccc(OCc2cc(C(=O)N3CCN(C(=O)c4ccco4)CC3)no2)c1	0.4	-5.5	2.1	3.1	-5.8	-1.0	0.3	10.0	4.8
COc1ccc(-c2cc(C(=O)N3CCN(c4ccc(F)cc4)CC3)no2)cc1OC	3.3	-3.0	38.8*	3.4	-20.2	-4.8	3.3	-0.8	2.2
COC(=O)CSc1nnc(CCc2ccccc2)n1C	1.3	-2.7	0.3	2.8	8.1	-1.0	-5.9	11.5	-4.6
COc1ccc(Cl)cc1N(CC(=O)N/N=C/c1ccc(OC(C)C)cc1)S(=O)(=O)c1ccc(C)c([N+](=O)[O-])c1	-12.4	8.4	-25.6	-10.2	-1.5	-25.9	-6.0	-12.5	-12.8
Cc1cccc(-n2c(=O)c3c(n4cnnc24)-c2ccccc2CC32CCCCC2)c1	3.5	5.3	4.2	10.1	-0.5	-1.8	7.9	0.7	2.1
CS(=O)(=O)c1ccc2nc(NC(=O)c3ccccc3)sc2c1	2.5	-0.2	-2.0	2.8	-0.2	-9.0	-3.3	6.2	-1.5
Cc1ccc(OCC(=O)NCc2cccs2)cc1	2.0	-8.0	1.6	0.6	5.0	-7.2	0.8	-3.9	2.6
O=C1Nc2ccccc2C1(O)C/C(=N/O)c1ccccc1 (centres undefined)	-1.4	-1.2	4.0	4.9	3.8	3.1	3.4	8.7	-0.6
CCOC(=O)C1=C(N)N2C(=O)CSC2=C(C(=O)OC)C1	-2.1	1.7	0.4	-1.0	9.1	-0.6	0.7	5.3	1.5
CC1CCN(c2ccc3nnc(CCC(=O)Nc4cc(F)ccc4F)n3n2)CC1	-2.3	-2.0	-3.9	-5.2	-0.8	0.6	5.5	4.2	8.6
COc1ccc(CCN2CC(C(=O)NCC(=O)Nc3ccc(F)c(F)c3)CC2=O)cc1OC (centres undefined)	0.1	-3.4	1.2	-2.9	3.4	-6.5	-8.3	4.7	12.8
Cc1c(CCC(=O)O)c(=O)oc2cc(OCc3cccc(F)c3)ccc12	-5.9	-1.5	-2.1	4.4	-3.2	-5.6	7.4	9.7	8.9
COc1cccc(C2C(C#N)=C(N)N(c3ncn[nH]3)C3=C2C(=O)CCC3)c1 (centres undefined)	-4.0	2.0	-4.7	-0.8	-0.5	-3.9	-2.4	1.5	-2.5
COC(=O)c1sc2ncn(CC(=O)NCCc3ccc(OC)c(OC)c3)c(=O)c2c1C	-4.8	-9.2	-6.9	1.7	2.9	-6.4	1.1	-3.1	-0.2
CCOC(=O)N1CCC(NC(=O)CCc2c(C)nc3ncnn3c2C)CC1	-0.7	1.9	-1.9	3.3	-3.5	1.7	-1.5	9.3	0.8
O=C(NCCN1CCN(Cc2ccccc2)CC1)C1CC(=O)N(C2CCCC2)C1 (centres undefined)	2.1	-0.3	3.0	3.5	9.8	-5.2	1.3	4.3	-1.1
O=C(Cn1cnc(S(=O)(=O)N2CCCC2)c1)Nc1cccc(Br)c1	-2.9	-5.6	-6.9	1.3	-1.8	-1.7	12.2	-0.2	2.3
Cc1ccccc1NC(=O)CSc1nnc2ccc(-c3cccnc3)nn12	4.9	-0.1	2.8	-0.5	-5.6	0.6	-2.9	6.7	0.7
CCCCNC(=S)N(C)N=C1CCC(c2ccccc2)CC1 (centres undefined)	-0.6	1.7	-0.2	-2.3	8.2	6.8	2.2	8.3	1.3
CN(C)CCCN(C(=O)c1ccc(C(=O)c2ccccc2)cc1)c1nc2cc3c(cc2s1)OCCO3	-1.4	-1.7	3.0	3.1	33.5	0.6	-3.2	4.3	2.7
Cc1cccn2c(NC(=O)c3cccs3)c(-c3ccccc3)nc12	1.2	-2.4	6.8	-2.4	-9.3	-2.3	1.8	0.8	10.6
NS(=O)(=O)c1ccc(NC(=O)c2ccc(S(=O)(=O)N3CCc4ccccc43)cc2)cc1	-42.8	-20.9	-57.2	-17.4	-2.1	-37.8	-29.3	-29.7	-13.9
CCOC(=O)N1CCN(C(=O)CSCC(=O)Nc2nc(-c3cccs3)cs2)CC1	-6.3	-2.9	-0.4	1.3	18.2	8.5	-4.7	-8.2	1.1
CC(=O)c1cccc(NC(=O)NN2CCN(C)CC2)c1	-1.5	0.2	-5.0	0.3	-0.7	6.5	-0.4	8.8	-0.9
Cc1nc2cc(-c3ccccc3)sc2c(=O)n1N	0.7	-1.1	-2.0	-4.0	-5.3	6.2	2.5	0.4	-6.3
CCOc1ccc(OCC)c(NC(=O)C2CCCN2S(=O)(=O)c2cccc3cccnc23)c1 (centres undefined)	2.4	-1.1	-1.2	17.0	-4.8	0.9	-6.5	5.4	2.7
Cc1noc(C(=O)N2CC3(C)CC2CC(C)(C)C3)c1Cl (centres undefined)	3.6	-3.6	7.5	9.3	-0.9	-1.1	3.5	2.0	-5.2
Nc1c2c(nc3ccccc13)CCC2	7.5	-0.1	10.7	-2.0	8.2	-6.1	-3.0	-3.0	1.8

Compound profiles (already shown).
Cc1nc2cc(-c3ccccc3)sc2c(=O)n1N in the list: LYPLA1 counter: 0.7; PAD4 inh: -1.1; LYPLA2 counter: -2.0; PAFAH1B2 inh: -4.0; PREPL inhibitor: -5.3; PME-1 inh: 6.2; GSTO1 counter: 2.5; PAFAH1B3 inh: 0.4; pPAFAH inh: -6.3
Nc1c2c(nc3ccccc13)CCC2 in the list: LYPLA1 counter: 7.5; PAD4 inh: -0.1; LYPLA2 counter: 10.7; PAFAH1B2 inh: -2.0; PREPL inhibitor: 8.2; PME-1 inh: -6.1; GSTO1 counter: -3.0; PAFAH1B3 inh: -3.0; pPAFAH inh: 1.8

Later entries:
SMILES	LYPLA1 counter	PAD4 inh	LYPLA2 counter	PAFAH1B2 inh	PREPL inhibitor	PME-1 inh	GSTO1 counter	PAFAH1B3 inh	pPAFAH inh
NC(=O)c1ccc(NC(=O)COC(=O)C2CCN(S(=O)(=O)c3cccs3)CC2)cc1	·	-1.6	·	4.6	3.2	·	·	11.7	3.4
O=C(NC(=S)Nc1ccc(-c2ccc(CO)o2)cc1)c1cccs1	-31.0	-38.9	-58.4	·	-5.1	-21.5	-21.4	·	-4.2
COC(=O)[C@H](Cc1ccccc1)[C@@H](C)OS(N)(=O)=O	0.2	0.5	-2.5	3.9	3.5	-0.1	1.0	5.2	-3.1
CN1C(=O)C(C)(C)c2cc(S(=O)(=O)NCC3CCC(C(=O)NC4CCCCC4)CC3)ccc21 (centres undefined)	3.7	-2.8	3.6	1.3	-4.1	4.2	-7.5	9.9	2.7
Cc1ccc(NC(=O)CNc2cccc(S(=O)(=O)N3CCCC3)c2)cc1F	-3.8	-3.7	-5.8	-0.2	-13.0	-1.9	17.7	2.5	-3.0
COc1ccc(/C=C/C(=O)NCC(=O)N/N=C/c2cccs2)cc1	1.6	2.0	0.8	0.3	1.1	-0.5	2.2	-3.5	0.7
CC(=O)C(Cc1ccc(Cl)nc1)(Cc1ccc(Cl)nc1)C(C)=O	-1.4	0.1	9.9	-3.1	-8.8	7.4	0.4	4.6	5.5

Shown as a hit in PAFAH1B3 inh (from the list above):
Structure,PAD4 inh,PAFAH1B2 inh,PREPL inhibitor,PME-1 inh,PAFAH1B3 inh,pPAFAH inh
CC(=O)N(C1=C(Cl)C(=O)c2ccccc2C1=O)c1ccc(C(=O)O)cc1,-8.2,15.6,4.3,5.6,39.0*,7.7

Only part of the results is shown, so the mix of outcomes need not match the whole.
